Assay outcomes from PubChem BioAssay.
PG9 binder: binders of HIV-1 gp120 antibody PG9, primary screen, biochemical, TR-FRET; TR-FRET gp120-PG9 antibody binding; HIV-1 gp120 / PG9 antibody interaction; 0.43% of 360,000 active; inhibition, % at 6.7 µM; in the data active = inhibition above about 8.5%
ABHD4 inh: ABHD4 inhibitors, primary screen, biochemical, fluorescence polarization, mouse; (Lyso)-N-acylphosphatidylethanolamine lipase (Mus musculus), Q8VD66; purified mABHD4, FP-Rh probe fluorescence polarization; inhibition, % at 8.92 µM; 0.54% of 370,000 active; AID 720543, 2013;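 active = inhibition exceeding the mean over every tested compound plus 3 SD, cut at about 30% in these data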;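 note: 0% = plate median of compound wells and 100% = S159A mutant with DMSO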
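Material: mouse ABHD4 enzyme, wild type; Benchmarks: S159A mutant high control, sample median low control; Buffer or medium: HEPES pH 7.0, NaCl, Pluronic buffer; Signal: fluorescence polarization; Read-out: percent inhibition of probe binding, normalized to plate controls; Timing: pre-incubation 45 min, probe exposure 60 min, at 25 °C; Dosing: 8.92 µM, single dose.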
NPR1 activator: GC-A stimulated cGMP production enhancers – HEK293 GC-A cells, cGMP TR-FRET, EC30 ANP, primary screen; 0.14% of 370,000 active; 0% at EC30 ANP, 100% saturating ANP; activation, % at 10 µM; Atrial natriuretic peptide receptor 1 (Homo sapiens), P16066; in the data active = activation above about 40%
NR1D1 modulator: modulators of Rev-erb alpha DNA binding, primary screen, biochemical, FITC-DNA, fluorescence polarization, uHTS. Nuclear receptor subfamily 1 group D member 1 (Homo sapiens), P20393. Rev-erbα–FITC-DNA binding, 90 min. activity, % at 10 µM. 0.79% of 370,000 active;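 active = activity above about 14%, limit read from the data; passing the limit was not always enough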;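 note: 0% = DMSO wells with 35 nM protein and 100% = DMSO wells with 750 nM protein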
Target sequence (P20393 whole entry, looked up): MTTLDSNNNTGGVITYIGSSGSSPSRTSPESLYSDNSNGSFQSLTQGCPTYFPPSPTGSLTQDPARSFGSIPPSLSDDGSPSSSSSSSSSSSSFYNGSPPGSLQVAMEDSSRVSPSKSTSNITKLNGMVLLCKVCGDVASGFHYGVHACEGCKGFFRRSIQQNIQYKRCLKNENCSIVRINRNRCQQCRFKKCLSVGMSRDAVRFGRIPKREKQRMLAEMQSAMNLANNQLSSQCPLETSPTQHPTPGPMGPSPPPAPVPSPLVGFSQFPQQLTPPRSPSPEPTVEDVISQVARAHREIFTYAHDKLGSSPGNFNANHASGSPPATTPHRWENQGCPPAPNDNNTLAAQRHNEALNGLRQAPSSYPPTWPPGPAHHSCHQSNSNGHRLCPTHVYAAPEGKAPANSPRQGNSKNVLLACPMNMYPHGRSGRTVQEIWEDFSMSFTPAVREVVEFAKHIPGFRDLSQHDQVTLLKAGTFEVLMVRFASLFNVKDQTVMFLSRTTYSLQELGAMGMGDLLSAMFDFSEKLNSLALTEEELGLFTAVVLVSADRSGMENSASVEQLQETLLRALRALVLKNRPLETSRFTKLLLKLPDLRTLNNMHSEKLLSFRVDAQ
ARFGAP1 inh: inhibitors of rat ARFGAP1 GAP activity, primary screen, biochemical, fluorescence polarization, GDP tracer | inhibition, % at 16.5 µM | Arfgap1-stimulated ARF1 GTP hydrolysis, GDP FP detection | ADP-ribosylation factor GTPase-activating protein 1 (Rattus norvegicus), Q62848 | 0.26% of 360,000 active;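 active = inhibition above a per-plate limit, mean inhibition of low control wells plus 3 SD, cut at about 25% in these data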;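 note: 0% = DMSO wells with enzyme and 100% = wells lacking Arfgap1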
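Assay system: Rat Arfgap1 GAP domain (His6, aa 1-136), purified enzyme | Buffer or medium: HEPES 25 mM pH 7.5, NaCl 150 mM, MgCl2, DTT | Schedule: GTP hydrolysis reaction 2 h at 25 °C | Signal: FP of antibody-bound GDP Alexa 633 tracer, ex 620/em 688 nm | Measure: Percent inhibition of Arfgap1-stimulated GTP hydrolysis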
rCAG RNA binder: binders of r(CAG) RNA repeats, primary screen, biochemical, fluorescence | r(CAG) RNA repeat, TO-PRO-1 dye displacement fluorescence | inhibition, % at 3 µM | 1.3% of 370,000 active | AID 651821, 2012;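 active = inhibition above the plate cutoff, the mean of all test compounds on that plate plus 3 SD, cut at about 35% in these data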;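 note: 0% = DMSO alone and 100% = 100 µM mitoxantrone as full dye displacement; higher means more dye released from RNA so lower well fluorescence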
HTRA1 inhibitor: HTRA1 serine protease inhibitors, primary screen, biochemical, fluorescence polarization, HTS | Q92743 | recombinant HTRA1, FP-rhodamine activity-based probe | inhibition, % at 5.96 µM | 0.5% of 340,000 active | AID 504803, 2011; in the data active = inhibition above about 36%;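 note: 0% = enzyme with DMSO and 100% = wells lacking enzyme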
Target sequence (Q92743 whole entry, looked up): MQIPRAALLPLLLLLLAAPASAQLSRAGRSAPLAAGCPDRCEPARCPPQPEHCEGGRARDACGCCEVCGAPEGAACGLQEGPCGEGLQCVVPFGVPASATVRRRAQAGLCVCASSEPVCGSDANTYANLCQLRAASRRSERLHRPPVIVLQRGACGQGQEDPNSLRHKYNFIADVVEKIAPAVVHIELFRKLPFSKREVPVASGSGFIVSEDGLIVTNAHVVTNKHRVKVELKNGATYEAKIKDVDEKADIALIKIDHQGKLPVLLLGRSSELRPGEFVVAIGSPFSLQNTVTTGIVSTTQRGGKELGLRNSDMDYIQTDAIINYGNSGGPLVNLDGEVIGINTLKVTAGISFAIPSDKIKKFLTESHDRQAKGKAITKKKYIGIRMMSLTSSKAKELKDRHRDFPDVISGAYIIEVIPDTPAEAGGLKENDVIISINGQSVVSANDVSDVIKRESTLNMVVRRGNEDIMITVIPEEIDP
SMARCA2 activ: SMARCA2 (BRM) function activators, primary screen, cell-based, luminescence, high throughput. MG213 cells, MMTV-luciferase reporter, dexamethasone, overnight. activation, % at 9.1 µM. 1% of 370,000 active. AID 652017, 2013; in the data active = activation above about 7.8%;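 note: 0% = vehicle wells and 100% = reference activator wells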
GC-B act: human GC-B receptor activators, primary screen, HEK293 GC-B cells, cGMP TR-FRET, EC30 CNP | activation, % at 10 µM | Atrial natriuretic peptide receptor 2 (Homo sapiens), P20594 | 0.11% of 370,000 active | 0% at EC30 CNP, 100% saturating CNP | AID 1920062, 2024;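 active = activation at 10 µM reaching about 35% in either raw or pattern-adjusted values, limit read from the data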
ASAP1 GAP inh: inhibitors of human ASAP1 ArfGAP activity, primary screen, biochemical, fluorescence polarization. inhibition, % at 16.5 µM. 0.19% of 360,000 active. ASAP1-stimulated ARF1 GTP hydrolysis, GDP FP detection; in the data active = inhibition above about 25%;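 note: 0% = vehicle with enzyme and substrate and 100% = no enzyme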
An asterisk follows results filed as active; . = not tested or not shown.

SMILES	PG9 binder	ABHD4 inh	NPR1 activator	NR1D1 modulator	ARFGAP1 inh	rCAG RNA binder	HTRA1 inhibitor	SMARCA2 activ	GC-B act	ASAP1 GAP inh
COC(=O)CSc1nnc(CNC(=O)c2ccc(S(=O)(=O)N3CCOCC3)cc2)n1C	-0.2	2	1	-1	0	-5	-5	-3	-2	8
C/C(=N/NS(=O)(=O)c1ccc(Cl)cc1)c1cccc(NC(=O)c2ccncc2)c1	-0.9	7	-6	2	0	19	-5	0	-6	-5
CCc1ccc(NC(=O)C(=O)N/N=C(\C)CC(=O)Nc2ccccn2)cc1	0.8	2	1	4	7	-1	5	0	7	6
C[C@H](CO)N1C[C@H](C)[C@@H](CN(C)C(=O)Nc2ccc(C(F)(F)F)cc2)Oc2c(NC(=O)Nc3ccccc3)cccc2C1=O	-1.7	-10	-7	6	-12	17	-55	0	-1	4
O=C(/C=C/c1ccc(OC2CSC2)cc1)c1ccccc1	0.5	-6	.	.	0	0	-16	4	.	4
CCOc1cc(S(=O)(=O)NCc2ccc3c(c2)OCO3)ccc1F	-2.2	-5	2	0	2	-2	-12	-1	-1	3
CCOc1ccc(-n2c(COc3ccccc3)nnc2SCC(=O)Nc2ccc(OCc3ccccc3)cc2)cc1	.	-6	0	4	.	10	.	-1	10	.
CCCCCCSc1ccc([C@@H]2[C@H]3C(=O)N(C)C(=O)[C@H]3[C@]3(C(=O)OC)CCCCN23)cc1OC	-0.7	-4	-3	2	4	0	-6	1	-8	-1
Cc1ccc([C@H]2C[C@H](O)[C@@H](n3cc(COC(=O)c4ccccc4)nn3)CN2C(=O)C2CCCCC2)cc1	-0.7	-1	-2	2	8	5	-41	-2	-1	-4
COc1ccc(CN(CCN2CCOCC2)C(=O)c2cccc(F)c2)cc1OC	.	-1	2	5	.	1	.	-1	-5	.
O=C(/C=C/c1cccs1)Nc1ccc(S(=O)(=O)Nc2ncccn2)cc1	-0.5	-8	1	-2	-7	3	8	-1	3	-11
O=S1(=O)c2c(cccc2N2CC[C@@H](O)C2)O[C@@H]2CCN1C2	.	-1	2	12	.	18	.	0	2	.
CCN1C(=O)NC(c2cc(Br)ccc2OC)C(C(=O)OC)=C1C (configuration not stated)	-2.1	-4	-8	2	11	-7	-1	0	-8	10
O=C(NCC[C@H]1CC[C@H](NS(=O)(=O)c2ccccc2F)[C@@H](CO)O1)c1ccc(F)cc1	2.1	6	0	-2	3	0	.	-3	1	7
O=C(O)c1cccc(N2CCCC2=O)c1	-1.7	-2	-1	-1	1	2	-2	3	2	5
Cn1c(-c2cccc([N+](=O)[O-])c2)[n+](C)c2ccccc21	-0.4	6	5	-1	0	-1	-5	-3	4	3
CC(C)(C)NCC(O)COc1cccc2[nH]c(=O)[nH]c12 (configuration not stated)	-1.0	-2	3	-7	-4	0	2	-3	2	10
COC1=C/C(=C/c2c(N)n3nc(CC(=O)N4CCOCC4)sc3nc2=O)C=CC1=O	-5.3	-2	-2	-2	7	17	5	1	-5	14
O=C(O)c1ccc(NC(=O)C2(c3ccccc3)CCOCC2)cc1	-2.0	-6	1	1	7	-2	-1	-1	6	12
COc1cccc(C(=O)Nc2cccc(NC(C)=O)c2)c1	-0.5	-8	0	-1	7	3	3	5	3	7
CCOc1ccc(C(=O)NC(=S)Nc2ccccc2N2CCC(C)CC2)cc1[N+](=O)[O-]	2.6	-19	-1	3	4	10	-2	-1	-4	9
Cn1c(=O)c2nc(-c3ccccc3)oc2c2ccccc21	-1.9	0	4	-12	0	13	-4	2	-7	3
CN(C(=O)c1cn(C)c2ccccc12)c1ccc(Oc2cccnc2)cc1	2.0	0	1	2	6	0	.	-5	-3	-11
COc1cc2ncnc(NCCCN3CCOCC3)c2cc1OC	-1.5	-1	-2	0	1	-1	-1	-4	3	2
CN(C)c1ccc(/C=N/NC(=O)CN(c2cccc(Cl)c2)S(C)(=O)=O)cc1Br	-0.9	-2	-4	0	9	3	-7	0	-4	-4
COc1cccc(-n2c(SCC(=O)Nc3cc(C)on3)nc3ccccc3c2=O)c1	3.0	1	15	0	0	2	-45	-2	-6	3
OCCN(CCO)Cc1csc2ccccc12	-0.7	-7	3	-5	-5	0	-3	2	-1	0
Clc1ccc(-c2cnc(Oc3ccccc3)nc2)cc1	0.0	-5	3	5	-3	1	-3	6	-1	3
Cc1sc2nc(CSCC(=O)Nc3cc(F)ccc3F)[nH]c(=O)c2c1C	-0.9	-2	-2	2	11	5	-1	1	5	-19
COc1ccccc1NS(=O)(=O)c1ccc(C(=O)NCCCn2ccnc2)cc1	-2.3	-1	5	-5	4	0	4	-1	0	-19
COC(=O)c1ccccc1NC(=O)CSc1nnc(-c2ccc(OC)cc2)n1C	1.5	0	-15	-7	-2	-1	2	-1	-15	7
COc1cccc(OC)c1C(=O)OCC(=O)NCC(C)C	-2.4	-3	4	2	1	0	3	-7	1	14
CCOC(=O)C1C(=O)NC(N2CCN(CC)CC2)=NC1c1ccccc1 (configuration not stated)	-1.7	-7	-1	-6	10	-1	3	3	1	-1
COc1ccc(C2C(C(C)=O)=C(C)Nc3ncnn32)cc1OC (configuration not stated)	-0.9	6	0	7	13	2	9	2	4	4
CC(=O)Nc1ccc(S(=O)(=O)Nc2nc3ccccc3nc2Nc2ccc(C(=O)O)c(O)c2)cc1	-4.3	43*	0	-11	-12	47*	34	3	0	0
Cc1ccc(OCc2nc3ccccc3n2C(C)C(=O)Nc2c(C)cccc2C)cc1 (configuration not stated)	0.5	-8	-9	5	2	5	.	1	-11	12
CCCNC(=O)c1cc2c(C(F)(F)F)nn(C)c2s1	-0.8	0	2	-5	-1	-2	-5	-2	8	-8
CC1(c2ccc(OC(F)F)cc2)NC(=O)N(CC(=O)Nc2cccc(F)c2)C1=O (configuration not stated)	0.2	-19	-1	-2	10	14	-8	-5	3	2
COC(=O)C1CCN(C(=O)c2sc3nc(-c4ccc(F)cc4)cn3c2C)CC1	0.5	-2	3	0	4	-7	5	-3	7	-2
O=C(COC(=O)c1cccs1)NC1CCCC1	-0.9	-1	4	1	1	1	-5	1	-3	15
CC(C)(C)S(=O)(=O)c1cnc2c(-c3ccc(Cl)cc3)cnn2c1N	-0.3	0	-25	2	1	2	-2	4	-8	-4
CCc1ccc(C(=O)/C=C/NCc2ccc(F)cc2)cc1	-4.2	-5	-6	8	6	7	-23	2	0	1
CS(=O)(=O)N(CCc1ccccc1)CC(N)=O	-0.4	-1	-1	-1	7	2	0	-2	3	6
C=CCNC(=S)N/N=C(\C)c1cccc(NC(C)=O)c1	-1.0	2	6	-1	11	4	-7	-3	9	20
CCOc1cc(C2C3=C(CCCC3=O)N(CC(=O)O)C3=C2C(=O)CCC3)ccc1OC	-1.1	1	1	-2	0	1	7	-3	3	-2

Shown bar-delimited: three of the compounds above.
SMILES | PG9 binder | ABHD4 inh | NPR1 activator | NR1D1 modulator | ARFGAP1 inh | rCAG RNA binder | HTRA1 inhibitor | SMARCA2 activ | GC-B act | ASAP1 GAP inh
COC(=O)C1CCN(C(=O)c2sc3nc(-c4ccc(F)cc4)cn3c2C)CC1 | 0.5 | -2 | 3 | 0 | 4 | -7 | 5 | -3 | 7 | -2
O=C(COC(=O)c1cccs1)NC1CCCC1 | -0.9 | -1 | 4 | 1 | 1 | 1 | -5 | 1 | -3 | 15
CC(C)(C)S(=O)(=O)c1cnc2c(-c3ccc(Cl)cc3)cnn2c1N | -0.3 | 0 | -25 | 2 | 1 | 2 | -2 | 4 | -8 | -4

New compounds follow:
SMILES	PG9 binder	ABHD4 inh	NPR1 activator	NR1D1 modulator	ARFGAP1 inh	rCAG RNA binder	HTRA1 inhibitor	SMARCA2 activ	GC-B act	ASAP1 GAP inh
CCCC(=O)Nc1c2c(nn1-c1cccc(C)c1C)CS(=O)(=O)C2	-0.7	2	5	-3	5	2	2	-2	5	-4
Cc1noc(NS(=O)(=O)c2ccc(NC(=O)c3cnc4n(c3=O)CCS4)cc2)c1C	-0.4	-2	-1	-2	0	20	0	1	-1	-1
O=C(NC12CC3CC(CC(C3)C1)C2)c1ccc(-c2ccccc2Cl)o1	-2.2	-10	-5	0	0	1	-37	1	-5	-10
Cc1[nH]n2c(=O)cc(C(C)C)nc2c1-c1ccccc1	2.2	-14	0	1	-5	2	-2	-4	5	6
CCOC(=O)Cc1csc(NC(=O)CCc2ccc(S(=O)(=O)N3CCOCC3)cc2)n1	0.8	1	-3	1	-5	-3	7	1	2	-10
COc1ccc(C(=O)Nc2ccc(S(=O)(=O)Nc3onc(C)c3C)cc2)cc1	0.3	10	1	-1	-5	10	5	1	7	1
Cc1cc(N=NC(=O)c2ccccc2)ccc1O	-2.8	10	1	-2	2	6	9	4	-4	-7
Cc1ccc(NC(=O)c2cc(C)no2)cc1	-1.9	5	2	0	5	0	-2	4	4	-8
Cc1csc(C(C)N(C)C(=O)CCc2nnc(CCc3ccccc3)o2)n1 (configuration not stated)	-0.8	3	1	5	-4	-8	5	2	4	8
C[C@@H]1CN([C@@H](C)CO)C(=O)c2cc(NC(=O)Nc3ccc(F)cc3)ccc2O[C@@H]1CN(C)Cc1ccc(Oc2ccccc2)cc1	-0.3	-16	0	0	16	4	-62	-2	0	11
COc1ccc(OC)c(C2N(c3ccc(Cl)cc3)C(=O)C3CCCN32)c1 (configuration not stated)	-0.9	-1	-35	-2	-14	-1	-10	0	-12	6
CCOC(=O)C1CCCN(S(=O)(=O)c2cccc3nsnc23)C1 (configuration not stated)	0.7	2	3	1	10	-1	0	-1	-3	11
COc1cc(/C=C/CN2CCC(CO)(CC3CCCCO3)CC2)ccc1O (configuration not stated)	1.6	-1	-4	2	-7	-3	-1	0	3	-12
NC(=O)CC(NC(=O)Cc1cccc2ccccc12)c1ccc(N2CCN(c3ccccn3)CC2)c([N+](=O)[O-])c1 (configuration not stated)	1.4	-3	2	2	-16	11	-5	0	6	-5
Cc1c(C)n2c(SCC(=O)N3CCCC3)nnc2[nH]c1=O	-1.7	-5	-3	-5	-5	-3	3	-2	-3	-5
CC(C)C(=O)Nc1ccc(NC(=O)c2ccco2)cn1	-1.6	4	5	1	-5	1	6	8.1*	4	0
O=C(COc1ccc([N+](=O)[O-])cc1)NC(C(=O)O)C(O)c1cccc([N+](=O)[O-])c1 (configuration not stated)	-2.7	0	2	-8	-10	-1	1	-4	1	5
COc1ccccc1CNC(=O)COC(=O)C1=COCCO1	-0.1	4	0	-3	-5	0	-3	-1	6	1
O=C(NCCCN1CCCC1)c1ccc2c(Cl)c3c(nc2c1)CCCC3	0.3	1	3	4	-6	8	-8	0	-2	3
